Screening results deposited in PubChem BioAssay by The Scripps Research Institute Molecular Screening Center.
PP1 counter – counter-screen for PP5 inhibitors: inhibitors of human PP1-alpha. purified PP1alpha, OMFP fluorescence. inhibition, % at 6.7 µM. 320,000 compounds, 0.9% hits. AID 2235;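 active = inhibition above the mean inhibition of all tested compounds plus 3 SD, computed separately for each screening campaign, cut at about 15% in these data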
procasp3 activ – procaspase-3 (human) activation; AID 463141; P42574; recombinant procaspase-3 D3A, Ac-DEVD-pNA absorbance 405 nm; activation, % at 8.5 µM; 330,000 compounds, 0.11% hits;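 active = activation above the mean of all tested compounds plus 3 SD, cut at about 21% in these data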;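 note: 0% = DMSO alone and 100% = DMSO wells spiked with extra 5 µM PC-3 D3A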
Target sequence (P42574 whole entry D9A/D28A/D175A): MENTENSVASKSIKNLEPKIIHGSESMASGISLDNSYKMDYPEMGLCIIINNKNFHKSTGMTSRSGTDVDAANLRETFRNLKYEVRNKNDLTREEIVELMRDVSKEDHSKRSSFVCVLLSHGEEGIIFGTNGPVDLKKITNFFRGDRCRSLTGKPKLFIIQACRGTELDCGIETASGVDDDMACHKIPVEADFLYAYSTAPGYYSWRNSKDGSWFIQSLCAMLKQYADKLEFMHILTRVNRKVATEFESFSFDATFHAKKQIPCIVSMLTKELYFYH
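Technique: 405 nm absorbance of p-nitroaniline, reads at 0 and 120 min; Test system: Procaspase-3 D3A mutant; Incubation: 1 h enzyme-compound preincubation, then 2 h substrate reaction, 25 °C; Repeats: singlicate, each compound tested once; Benchmarks: low control DMSO wells, high control DMSO plus 5 µM PC-3 D3A.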
proCasp7 act – activates human procaspase-7, counter-screen for procaspase-3 activators; 330,000 compounds, 0.093% hits; activation, % at 8.5 µM; recombinant procaspase-7, Ac-DEVD-pNA absorbance 405 nm; D23A/D198A/D206A triple mutant, cannot self-cleave; scale: DMSO 0, 5 µM enzyme 100; P55210;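 active = percent activation above the screen-wide mean plus 3 SD, cut at about 25% in these data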
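Detection: p-Nitroaniline absorbance at 405 nm, read at 0 and 120 min; system: Uncleavable procaspase-7 mutant enzyme; evaluation: % activation from two-timepoint absorbance difference, scaled to controls; times: 1 h enzyme–compound preincubation and 2 h substrate reaction, both 25 °C; buffer or medium: Zinc-free HEPES pH 7.4 with 300 mM NaCl, 0.01% Triton X-100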
AHR act – activates the human aryl hydrocarbon receptor; P35869; AHR-responsive luciferase reporter cells, luminescence; activation, % at 5 µM; 320,000 compounds, 2.5% hits; AID 2796; in the data active = activation above about 47%;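 note: 0% = vehicle wells and 100% = reference agonist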
Target sequence (P35869 whole entry, looked up): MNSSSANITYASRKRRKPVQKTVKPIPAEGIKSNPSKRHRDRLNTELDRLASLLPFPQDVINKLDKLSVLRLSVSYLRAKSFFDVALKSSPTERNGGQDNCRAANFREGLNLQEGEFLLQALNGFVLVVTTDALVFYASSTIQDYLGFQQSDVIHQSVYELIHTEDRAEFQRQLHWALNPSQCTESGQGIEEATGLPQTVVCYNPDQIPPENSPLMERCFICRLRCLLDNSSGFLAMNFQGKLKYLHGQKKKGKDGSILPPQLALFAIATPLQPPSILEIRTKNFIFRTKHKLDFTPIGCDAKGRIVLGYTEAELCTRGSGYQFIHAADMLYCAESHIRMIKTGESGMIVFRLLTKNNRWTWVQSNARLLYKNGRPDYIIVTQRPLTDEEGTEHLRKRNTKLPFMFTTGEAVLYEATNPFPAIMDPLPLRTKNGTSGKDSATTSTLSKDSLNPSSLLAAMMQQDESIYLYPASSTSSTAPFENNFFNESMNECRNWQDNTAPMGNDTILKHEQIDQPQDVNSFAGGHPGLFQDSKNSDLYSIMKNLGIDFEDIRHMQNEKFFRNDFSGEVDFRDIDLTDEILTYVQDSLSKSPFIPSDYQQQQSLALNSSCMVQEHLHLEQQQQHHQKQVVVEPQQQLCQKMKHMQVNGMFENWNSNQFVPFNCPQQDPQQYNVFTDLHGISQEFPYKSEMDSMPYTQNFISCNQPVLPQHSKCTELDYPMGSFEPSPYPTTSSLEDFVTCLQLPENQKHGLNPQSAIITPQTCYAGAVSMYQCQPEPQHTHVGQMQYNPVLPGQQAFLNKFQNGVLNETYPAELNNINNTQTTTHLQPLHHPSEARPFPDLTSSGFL
core dimer inh – HCV core protein dimerization inhibition | TR-FRET GST/Flag-core106 dimerization, 1536-well | inhibition, % at 5 µM | 300,000 compounds, 0.33% hits | AID 1899;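 active = inhibition above the mean of all tested compounds plus 3 SD, set per screening campaign, cut at about 45% in these data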
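Material: GST/Flag-tagged HCV core106 proteins. Incubation: 4 h, 22.5 °C incubation. Read-out basis: inhibition (%) from 671 over 617 nm ratio. Measured by: TR-FRET, excitation 340 nm, emission 617 and 671 nm.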
TPT1 inhibitor – C. albicans TPT1 enzyme inhibition. AID 1962. recombinant caTPT1, FP RNA substrate dephosphorylation. 300,000 compounds, 0.81% hits. inhibition, % at 5 µM;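 active = inhibition above the mean of all tested compounds plus 3 SD, set per screening campaign, cut at about 24% in these data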;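 note: plate controls were DMSO alone for no effect and ferristatin control at 100 nM for full effect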
Fh CTSL1 inh – cathepsin L1 inhibition, PFM18AAP counter-screen; recombinant F. hepatica cathepsin L1, Z-Leu-Arg-MCA fluorescence; inhibition, % at 5.96 µM; 300,000 compounds, 0.49% hits;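 active = inhibition above the mean of all tested compounds plus 3 SD, set per screening campaign, cut at about 17% in these data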;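 note: 0% = plate median of test compound wells and 100% = 1 µM Z-Phe-Ala-diazomethylketone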
PAFAH2 FP inh – PAFAH2 (human) inhibition | recombinant PAFAH2, FP-rhodamine activity probe, fluorescence polarization | 340,000 compounds, 0.99% hits | Q99487 | inhibition, % at 3.39 µM;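 active = inhibition above the mean over all tested compounds plus 3 SD, cut at about 30% in these data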;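 note: inhibitors block probe labeling of enzyme so polarization drops; 0% = enzyme with DMSO and 100% = wells lacking PAFAH2 protein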
PP5 inh – blocks human protein phosphatase 5 activity; AID 1987; purified PP5c, OMFP substrate fluorescence; P53041; inhibition, % at 6.7 µM; 320,000 compounds, 0.18% hits;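 active = inhibition above the campaign's mean inhibition across all tested compounds plus 3 SD, cut at about 9.5% in these data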;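 note: 0% = DMSO only and 100% = 100 µM cantharidin control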
* hit, by the source's call; . = not tested or not shown.

The line under a structure holds: PP1 counter	procasp3 activ	proCasp7 act	AHR act	core dimer inh	TPT1 inhibitor	Fh CTSL1 inh	PAFAH2 FP inh	PP5 inh
O=c1c(Cc2ccc(F)cc2)c(O)ccn1Cc1ccc(F)cc1
    -7	8	10	5	-5	-1	-1	-2	-0.7
COc1ccc(C(=O)N[C@H](C(=O)N2CCN(c3ccccc3F)CC2)C(C)C)cc1
    10	9	2	3	3	-4	6	2	0.3
Cn1c(Cn2cnc3ccccc32)nnc1SCc1ccccc1
    0	-18	11	-2	-12	-4	-4	-4	1.4
Cc1ccc(NC(=O)c2cc(C(C)(C)C)nn2Cc2ccccc2)cc1
    -3	6	1	-1	-2	1	3	-8	0.2
Cc1sc(NC(=O)c2cccs2)nc1-c1ccccc1
    5	4	0	29	6	-2	-3	-14	6.3
O=S(=O)(CCN1CCSCC1)c1ccccc1
    -3	4	1	-1	-1	1	-4	2	-0.5
CCCCn1c(N)c(N(CCOC)C(=O)COC(=O)c2cc(CC)c(C)s2)c(=O)[nH]c1=O
    -5	2	2	-1	-4	1	2	4	-0.7
CCCN(CC(=O)Nc1ccc(F)c(F)c1F)Cc1cc(=O)n2ccsc2n1
    -2	3	11	6	5	3	6	-8	-0.4
CC(=O)Oc1cc2c(cc1Cl)C(c1cccs1)CC1(CC(C)(C)NC(=S)N1)O2 (configuration not stated)
    0	-4	-14	-1	9	-2	-10	-3	0.6
c1ccc2nc(SCc3cn4ccccc4n3)cnc2c1
    3	-29	-30	13	9	-3	-8	6	4.3
Nc1nonc1-n1nnc(C(=O)N/N=C/c2c(F)cccc2Cl)c1-c1ccc2c(c1)OCO2
    -1	3	4	0	15	1	2	6	1.9
O=C(NC12CC3CC(CC(C3)C1)C2)c1cncc(O)c1
    -1	8	11	-1	-3	-4	4	38*	2.4
COc1cc(OC)cc(C(=O)NCC2CCCN(C(=O)c3csc(C)n3)C2)c1 (configuration not stated)
    -4	4	6	14	17	0	3	0	-0.4
Nc1nc(-c2ccccc2)c(C(=O)Nc2ccccc2)s1
    1	5	2	3	-4	-1	3	4	0.8
CCCOc1cccc(C(=O)Nc2cccc(NC(=O)c3ccco3)c2)c1
    -2	-15	-13	48*	11	-1	-3	-13	4.2
CCN1/C(=C/C(=S)Nc2ccccc2)Sc2ccccc21
    2	-27	-38	60*	14	13	0	2	3.1
Cc1cc2nc(N3CCN(C(=O)c4ccco4)CC3)sc2cc1C
    -4	1	5	-7	1	1	-1	-5	3.2
CCN1CCN(c2nc(NCCO)c3ccccc3n2)CC1
    -1	-5	5	3	2	0	-10	-3	-1.9
CCC(=O)N1C(C(=O)NCc2ccc(OC)cc2)CSC1c1ccc(OC)cc1 (configuration not stated)
    0	-5	-2	5	10	-1	2	4	-5.3
CC1(C)Cc2c(sc3nc(C4CC4)n(N)c(=O)c23)CO1
    -4	1	3	18	4	3	-4	0	-0.8

Structures listed above marked active in PAFAH2 FP inh.
Molecule,procasp3 activ,AHR act,core dimer inh,TPT1 inhibitor,PAFAH2 FP inh,PP5 inh
O=C(NC12CC3CC(CC(C3)C1)C2)c1cncc(O)c1,8,-1,-3,-4,38*,2.4

(list continues)
The line under a structure holds: PP1 counter	procasp3 activ	proCasp7 act	AHR act	core dimer inh	TPT1 inhibitor	Fh CTSL1 inh	PAFAH2 FP inh	PP5 inh
CCCCn1c(N)c(N(CC(C)C)C(=O)C2CC(=O)N(Cc3ccccc3)C2)c(=O)[nH]c1=O (configuration not stated)
    -2	8	-2	0	-6	-6	-6	-5	0.7
O=C(Nc1cccc(C(F)(F)F)c1)c1cccnn1
    0	1	5	20	0	0	-2	-2	1.3
COc1ccc(NC(=S)NNc2ccc([N+](=O)[O-])cc2S(=O)(=O)Nc2ccc(C)cc2C)cc1
    6	-27	-32	11	21	10	1	2	-2.6
O=C(NCCC1=CCCCC1)C1CC(=O)N(Cc2ccccc2)C1 (configuration not stated)
    1	1	7	0	-5	4	3	0	2.3
CNc1nc2c(c(=O)[nH]c(=O)n2C)n1CCCc1ccccc1
    0	3	7	6	1	-4	-4	0	0.7
CCn1c(C(C#N)/C(=N\S(=O)(=O)c2cccs2)c2ccccc2)nc2ccccc21 (configuration not stated)
    2	5	-8	41	11	1	4	-6	2.1
Cc1noc(/C=C/c2ccco2)c1S(=O)(=O)N1CCC(C(=O)NCc2ccco2)CC1
    -3	-4	-6	0	2	2	0	2	2.1
c1ccc(-c2nnc3sc(CN4CCc5ccccc54)cn23)cc1
    -1	5	1	14	1	-1	6	0	-0.2
CCC1C(=NO)C(CC)C(c2ccccc2)NC1c1ccccc1 (configuration not stated)
    -1	3	6	1	-1	1	0	1	2.1
Nc1ccc(C#Cc2ccc3c(=O)c4ccccc4oc3c2)cc1
    0	-37	-13	27	3	22	1	3	2.9
CN1CCc2c(sc3c2c(=O)n(-c2ccccc2)c2nnc(SCc4ccc(Cl)cc4)n32)C1
    11	-125	5	-6	26	3	-1	5	0.8
O=C(Nc1nc(-c2cc(F)ccc2F)cs1)C1=NN(c2ccccc2)C(=O)CC1
    3	-4	-2	20	23	1	2	-1	3.0
CCn1c(COc2ccc(Cl)cc2)nnc1SCC(=O)Nc1ccc2c(c1)OCO2
    0	0	13	40	0	-4	1	-7	2.9
O=C1CSC(c2cn(-c3ccccc3)nc2-c2ccc3c(c2)OCCO3)N1CCN1CCOCC1 (configuration not stated)
    1	6	4	-1	2	-1	0	3	4.2
COc1cc2cc(CN(CCO)S(=O)(=O)c3ccccc3)c(=O)[nH]c2cc1OC
    -2	2	0	1	3	0	0	0	2.8
C=CCn1c(C)cc(C(=O)CSc2nc3ccccc3[nH]2)c1C
    -1	1	-11	-9	1	-5	-1	2	-0.1
Cc1ccc(NC(=S)NC(=O)c2ccc(F)cc2)cc1S(=O)(=O)Nc1ccccc1Cl
    3	4	-3	0	23	-1	0	-22	5.0
CCN1C(=O)C(Cc2nc3ccccc3c(=O)n2-c2ccccc2)c2ccccc21 (configuration not stated)
    -1	0	-6	2	-1	-2	2	-2	0.1
COc1ccc([N+](=O)[O-])cc1NS(=O)(=O)c1cc(C(=O)O)ccc1OC
    -4	-2	-1	1	-5	-4	4	4	-2.7
CN(CC(=O)Nc1cccc(F)c1)CC(=O)Nc1ccccc1[N+](=O)[O-]
    -1	0	2	1	5	2	-2	-1	2.0

(continued)
The line under a structure holds: PP1 counter	procasp3 activ	proCasp7 act	AHR act	core dimer inh	TPT1 inhibitor	Fh CTSL1 inh	PAFAH2 FP inh	PP5 inh
O=C(CCN1C(=O)[C@@H]2Cc3ccccc3CN2C1=O)NCc1ccccc1Cl
    -1	7	3	-3	0	-3	0	4	2.0
Cc1ccc(N2C(=O)N(Cc3ccccc3C)c3ccccc3S2(=O)=O)cc1
    1	4	2	1	19	-4	1	-1	1.5
OC(c1ccccc1)c1ccncc1 (configuration not stated)
    4	6	-4	0	-3	-3	-4	1	2.9
c1ccc2c(c1)ccc1nnc(SCc3ccc4c(c3)OCCO4)n12
    0	11	3	-3	-9	0	-1	0	0.1
COc1cc(NC(=O)CCc2nc(-c3cccs3)no2)cc(OC)c1OC
    -1	1	8	0	-2	1	0	-3	2.4
CN(c1ccccc1)S(=O)(=O)c1ccc(NC(=O)c2cccs2)cc1
    2	7	0	2	7	5	-10	-6	5.6
CCO[C@H]1OC(C(=O)N2CCCCCCC2)=C[C@@H](c2ccc(C(F)(F)F)cc2)[C@@H]1CCCO
    3	1	0	0	-10	2	4	4	4.8
CCN=C(NC#N)SCc1c(F)cccc1Cl
    -1	5	9	1	-9	0	-2	-4	1.5
CCOc1ccc(NC(=O)CN2CCN(Cc3c(F)cccc3F)CC2)cc1
    -1	-5	6	0	-2	2	-1	-15	1.6
COc1ccc(CCNC(=O)C2CCCN(S(=O)(=O)c3cc(C)ccc3OC)C2)cc1OC (configuration not stated)
    -1	2	-8	4	-13	0	-2	1	0.9
Cn1ncc(C#N)c1NC(=O)c1cc(-c2ccccc2Cl)on1
    -1	0	2	5	3	1	-2	-2	3.0
CCOc1cc(/C=C/c2cccc[n+]2C)ccc1OCC(=O)Nc1ccc(C)cc1
    -4	-3	-4	-2	2	-2	2	-6	-2.2
CCc1nnc(NC(=O)CCC2CCCCC2)s1
    -10	6	10	-1	3	-3	-4	3	0.8
COc1ccccc1NC(=O)C1=C(C)NC(=O)NC1c1cc(C)cs1 (configuration not stated)
    1	3	-7	2	6	-3	-1	-1	0.3
O=C(OCN1C(=O)C(=O)c2ccccc21)c1ccc(Cl)cc1
    3	-2	-4	8	2	-1	-4	3	1.6
O=C(NCCc1ccc(Cl)cc1)C1CCN(C(=O)N2CCOc3ccccc32)CC1
    -2	3	-5	1	7	-3	-7	7	1.2
C=CCNc1cc(N2CCCC2)ccc1[N+](=O)[O-]
    2	-14	-5	2	-2	1	0	-6	3.8
O=C(COc1ccc([N+](=O)[O-])cc1)NCC(c1cccs1)N1CCOCC1 (configuration not stated)
    2	-9	-6	-1	0	-1	9	6	0.3
CN(C)CCCn1c2c(c(SCC(=O)Nc3cccc4ccccc34)nc1=O)CCCC2
    -3	-4	9	0	4	-2	-1	4	0.3
CCN(CC)S(=O)(=O)c1ccc2oc(SCc3ccc(F)cc3)nc2c1
    3	0	2	0	3	5	3	-7	2.0

(list continues)
The line under a structure holds: PP1 counter	procasp3 activ	proCasp7 act	AHR act	core dimer inh	TPT1 inhibitor	Fh CTSL1 inh	PAFAH2 FP inh	PP5 inh
Cc1cccc(NC(=O)CSc2nsc(SCC(=O)Nc3cccc(C)c3)c2C#N)c1
    2	2	6	4	4	4	2	-15	3.5
O=C(CCl)Nc1ccc(S(=O)(=O)Nc2nccs2)cc1
    -4	2	-4	0	5	-1	-1	-11	1.4
CCCCOc1ccc(CONS(=O)(=O)c2ccc(NC(C)=O)cc2)cc1Cl
    1	0	14	18	0	0	0	-13	6.8
Cn1c(=O)[nH]c(=O)c2c1nc(SCCO)n2Cc1ccccc1Cl
    2	-3	-1	3	-8	1	-11	7	3.1
CCc1ccc(C(=O)c2cncc(Br)c2)cc1
    2	5	4	-2	-1	-2	4	11	1.0
CCCCn1c(N)c(N(CCC(C)C)C(=O)c2ccc([N+](=O)[O-])o2)c(=O)[nH]c1=O
    3	-2	3	0	0	1	1	-6	3.3
Cc1cccc(NS(=O)(=O)c2ccc(C)c(C(=O)N(C)C)c2)c1
    -3	0	-4	-1	.	.	.	4	2.1
Cc1ccc(/C=N/NC(=O)c2c(C)nc3ccc(Br)cn23)cc1
    4	13	0	17	4	3	3	-1	-2.0

Sorted by the number under procasp3 activ (falling): some entries from above.
Molecule | procasp3 activ | AHR act | core dimer inh | TPT1 inhibitor | PAFAH2 FP inh | PP5 inh
O=c1c(Cc2ccc(F)cc2)c(O)ccn1Cc1ccc(F)cc1 | 8 | 5 | -5 | -1 | -2 | -0.7
CCc1nnc(NC(=O)CCC2CCCCC2)s1 | 6 | -1 | 3 | -3 | 3 | 0.8
CCCN(CC(=O)Nc1ccc(F)c(F)c1F)Cc1cc(=O)n2ccsc2n1 | 3 | 6 | 5 | 3 | -8 | -0.4
CCN1CCN(c2nc(NCCO)c3ccccc3n2)CC1 | -5 | 3 | 2 | 0 | -3 | -1.9
